# PglD inh: blocks C. jejuni PglD acetyltransferase activity | purified PglD enzyme, DTNB colorimetric CoA detection | inhibition, % at 12.5 µM | 360,000 tested, 0.098% active | AID 602405; in the data active = inhibition above about 16%, passing the limit was not always enough; note: strong numbers were not always called active
# GSIS activator: primary screen for activators of insulin secretion dependent on glucose, INS-1E cells, GLuc reporter luminescence; INS-1E GLuc reporter insulin secretion, 2-3 h; activation, % at 16.6 µM; 370,000 tested, 0.61% active;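 active = lowest replicate activation of at least 40%, so every replicate reaches that level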;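 note: 0% = median of neutral control wells and 100% = median of IBMX positive control wells; some compounds called inactive have numbers as strong as hits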
# Statin myotox sup: suppression of simvastatin myotoxicity. C2C12 myotubes + simvastatin, ATP luminescence, 48 h; scaled: DMSO 0, geranylgeraniol control 100. rescue of ATP level, % at 7.49 µM. 330,000 tested, 0.78% active. AID 602340;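 active = mean ATP rescue above about 67%, or every replicate alone reaching that limit, limit read from the data, passing the limit was not always enough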;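 note: myotubes were challenged with 10 µM simvastatin during compound exposure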
# ARNT TACC3 PPI: disrupts binding between human ARNT and TACC3 | 390,000 tested, 0.66% active | AID 623870 | AlphaScreen His-ARNT PAS-B/GST-TACC3 binding, luminescence; TACC3 fragment carries E629A point mutation | Q9Y6A5 | inhibition, % at 9.99 µM;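 active = mean inhibition of replicates at least 50% and at least half of replicates each reaching 50%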;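 note: 0% = complete ARNT plus TACC3 wells and 100% = ARNT alone without TACC3; many hits fall short of the cut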
# PAX8 inh HTS: lowers PAX8-driven luciferase in RMG-I cells; RMG-I TPO-luciferase reporter, SteadyGlo, 24 h; inhibition, % at 12.6 µM; 360,000 tested, 1.2% active; AID 652154;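 active = mean replicate inhibition at least 60% with every replicate also reaching 60%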;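 note: luciferase light reporting Pax8 driven TPO promoter activity; plate controls were median of neutral control wells for no effect and mitoxantrone controls for full effect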
# LGR2 inh: Drosophila LGR2 receptor signaling inhibition | HEK293 LGR2, CRE-luciferase, bursicon-stimulated, 4 h | inhibition, % at 9.99 µM | 380,000 tested, 0.35% active;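 active = drop in luminescence signal, shown as inhibition above about 50% in the replicate tests, limit read from the data, passing the limit was not always enough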;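 note: agonist challenge used bursicon conditioned medium at about half maximal strength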
# Cneo AK release: causes C. neoformans cell lysis; lysis activity, % at 15 µM; adenylate kinase release luminescence, 4 h; normalised: neutral wells 0, clomiphene wells 100; AID 651654; 360,000 tested, 0.2% active;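 active = mean lysis activity across replicates of at least 80%, whatever share of replicates individually reach that level; inactive = mean lysis activity below 80%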
#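 Assay system: C. neoformans cells. Amount: yeast cell density of 5 × 10^6 cells/mL. Technique: AK luminescence. Buffer or medium: YPD. Times: static 4 h at 37 °C with compound, 1 h detection. Dosing: single-point compound dose. Read-out: lysis from increased AK signal.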
# PGC1a acetyl inh: PGC1a acetylation modulation, inhibitor mode; U2OS PGC1a acetylation, AlphaScreen anti-acetyl-lysine; with virally co-expressed GCN5 acetyltransferase; inhibition, % at 15.6 µM; 350,000 tested, 0.17% active;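 active = every replicate shows inhibition of at least 40%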;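 note: 0% = neutral control wells and 100% = positive control wells; some results beyond the cut were filed as inactive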
# * hit, by the source's call; . = not tested or not shown.
(1) CCCC(=O)NC(NC(=S)Nc1ccc(N=Nc2ccccc2)cc1)C(Cl)(Cl)Cl (stereo not given)
(2) Cc1cccc(N2CN(Cc3ccco3)CNC2=S)c1C
(3) COc1cccc(NC(=O)NC(C)C2CC3CCC2C3)c1 (stereo not given)
(4) CCS(=O)(=O)Nc1ccc2c(c1)C(=O)N(C)C[C@H](OC)[C@@H](C)CN(Cc1nccs1)[C@@H](C)CO2
(5) Cc1ccc(NC(=S)NN2CCN(C)CC2)cc1
(6) C[C@@H]1CN([C@H](C)CO)C(=O)c2cccc(NC(=O)C3CC3)c2O[C@@H]1CN(C)C(=O)Nc1ccc(F)cc1
(7) NC(=O)c1ccccc1N
(8) COc1ccc(-c2ccc(/C=C3\C(=O)N(c4ccccc4)N=C3c3ccccc3)o2)c([N+](=O)[O-])c1
assay / entry,1,2,3,4,5,6,7,8
PglD inh,-2,-4,.,-3,0,-2,6,2
GSIS activator,.,-4,4,12,20,-5,13,.
Statin myotox sup,.,.,.,-2,0,-19,4,-23
ARNT TACC3 PPI,-5,3,-11,.,1,-5,0,-3
PAX8 inh HTS,64*,-7,1,.,7,-4,.,.
LGR2 inh,.,-11,-2,-3,-10,-9,2,.
Cneo AK release,-1,1,.,-2,1,-2,-1,1
PGC1a acetyl inh,.,1,.,-19,-1,7,0,-7

(9) O=C(N/N=C/c1cccc(Oc2ccc([N+](=O)[O-])cc2[N+](=O)[O-])c1)c1cncc(Br)c1
(10) Cc1cc(C)cc(SCc2noc(C(=O)NCCC(C)C)c2C(=O)NCCC(C)C)c1
(11) CC(C)CC#Cc1ccc2c(c1)O[C@@H](CN(C)C(=O)C1CCOCC1)[C@@H](C)CN([C@@H](C)CO)S2(=O)=O
(12) Cc1ccc(S(=O)(=O)NCC(=O)N/N=C/c2ccc(Cl)cc2)cc1
(13) O=C(COc1ccc(Cl)cc1Cl)N(Cc1ccco1)C1CCS(=O)(=O)C1 (stereo not given)
(14) Cc1cccc(-c2csc(N)c2C(=O)OC(C)C)c1
(15) Cc1noc(C)c1S(=O)(=O)Nc1ccc2c(c1)C(=O)N([C@@H](C)CO)C[C@H](C)[C@H](CN(C)C(=O)Nc1ccc3c(c1)OCO3)OCCCC[C@H](C)O2
(16) CCCCn1nc(NC(=O)COC)c2cc3cc(OC)ccc3nc21
assay / entry,9,10,11,12,13,14,15,16
PglD inh,0,-7,-2,0,-3,0,-2,-7
GSIS activator,-20,-28,-5,-8,.,.,2,16
Statin myotox sup,-17,1,46,5,-3,116*,.,-4
ARNT TACC3 PPI,4,.,22,-9,-2,-1,2,-19
PAX8 inh HTS,.,-9,16,16,.,12,-3,-30
LGR2 inh,6,-2,-8,-4,.,.,5,-10
Cneo AK release,5,-1,24,2,-1,1,0,-1
PGC1a acetyl inh,18,.,-1,3,12,-12,14,1

# Ordered by molar mass (rising): some entries from above.
(14) Cc1cccc(-c2csc(N)c2C(=O)OC(C)C)c1
(16) CCCCn1nc(NC(=O)COC)c2cc3cc(OC)ccc3nc21
(12) Cc1ccc(S(=O)(=O)NCC(=O)N/N=C/c2ccc(Cl)cc2)cc1
(13) O=C(COc1ccc(Cl)cc1Cl)N(Cc1ccco1)C1CCS(=O)(=O)C1 (stereo not given)
(10) Cc1cc(C)cc(SCc2noc(C(=O)NCCC(C)C)c2C(=O)NCCC(C)C)c1
(8) COc1ccc(-c2ccc(/C=C3\C(=O)N(c4ccccc4)N=C3c3ccccc3)o2)c([N+](=O)[O-])c1
(9) O=C(N/N=C/c1cccc(Oc2ccc([N+](=O)[O-])cc2[N+](=O)[O-])c1)c1cncc(Br)c1
(6) C[C@@H]1CN([C@H](C)CO)C(=O)c2cccc(NC(=O)C3CC3)c2O[C@@H]1CN(C)C(=O)Nc1ccc(F)cc1
(11) CC(C)CC#Cc1ccc2c(c1)O[C@@H](CN(C)C(=O)C1CCOCC1)[C@@H](C)CN([C@@H](C)CO)S2(=O)=O
(15) Cc1noc(C)c1S(=O)(=O)Nc1ccc2c(c1)C(=O)N([C@@H](C)CO)C[C@H](C)[C@H](CN(C)C(=O)Nc1ccc3c(c1)OCO3)OCCCC[C@H](C)O2
assay / entry,14,16,12,13,10,8,9,6,11,15
PglD inh,0,-7,0,-3,-7,2,0,-2,-2,-2
GSIS activator,.,16,-8,.,-28,.,-20,-5,-5,2
Statin myotox sup,116*,-4,5,-3,1,-23,-17,-19,46,.
ARNT TACC3 PPI,-1,-19,-9,-2,.,-3,4,-5,22,2
PAX8 inh HTS,12,-30,16,.,-9,.,.,-4,16,-3
LGR2 inh,.,-10,-4,.,-2,.,6,-9,-8,5
Cneo AK release,1,-1,2,-1,-1,1,5,-2,24,0
PGC1a acetyl inh,-12,1,3,12,.,-7,18,7,-1,14

# Next section:
(17) CCC(C)[C@H]1CNC(=S)N1CCc1cccc2ccccc12 (stereo not given in full)
(18) COc1ccc(C(=O)C2CCN(CC(=O)NCc3ccccc3)CC2)cc1
(19) COC(=O)c1cc2c(ccn2-c2ccc(F)cc2)n1Cc1ccc(C#N)cc1
(20) COc1cccc(NC(=O)Cn2c(CCC(=O)O)ccc2-c2ccccc2)c1
(21) O=C(NCC1COc2ccccc2O1)C1C2C=CC3(CN(Cc4cccs4)C(=O)C13)O2 (stereo not given)
(22) CC(C)NC(=O)N1[C@H](CO)[C@H]2c3ccccc3N(C(=O)Nc3ccccc3)C[C@H]21
(23) CSCCC(NS(=O)(=O)c1ccc(Cl)cc1)C(=O)OCC(=O)N1CCCc2ccccc21 (stereo not given)
(24) C[C@@H]1CN([C@H](C)CO)S(=O)(=O)c2ccc(-c3ccncc3)cc2O[C@H]1CN(C)C(=O)CC1CC1
assay / entry,17,18,19,20,21,22,23,24
PglD inh,0,-16,.,.,-3,4,.,-1
GSIS activator,-6,3,1,5,.,-9,-20,4
Statin myotox sup,-9,13,.,.,5,-15,.,-8
ARNT TACC3 PPI,-11,-1,-3,9,0,-5,-4,-3
PAX8 inh HTS,-3,1,37,-15,5,-44,10,.
LGR2 inh,-5,4,-16,.,.,5,-4,2
Cneo AK release,19,-2,.,.,0,-6,.,-1
PGC1a acetyl inh,.,-22,.,-6,-10,7,.,2

(25) CCCCNC(=O)COC(=O)c1ccc(F)cc1Cl
(26) CCOc1ccc(S(=O)(=O)NCCC(=O)NC(C)CCc2ccccc2)cc1 (stereo not given)
(27) C[C@@H]1CCCCO[C@H](CN(C)S(=O)(=O)c2ccc(F)cc2)[C@@H](C)CN([C@H](C)CO)C(=O)c2cc(NC(=O)Nc3ccc4c(c3)OCO4)ccc2O1
(28) O=C(NCC1CC1)[C@@H]1[C@@H](CO)[C@@H]2Cn3c(ccc(-c4ccccc4F)c3=O)[C@H]1N2Cc1cccnc1
(29) Cc1cc(C(=O)Nc2c(F)cc(F)cc2Br)cs1
(30) COC(=O)C1=C(C)Nc2c(c(=O)n(C)c(=O)n2C)C1c1ccc(C)cc1 (stereo not given)
(31) CS(=O)(=O)N(CC(=O)NCc1ccccn1)c1ccc2c(c1)OCCO2
(32) CN1CCN(C2=Nc3c(Cl)cc(Cl)c4cccc2c34)CC1
assay / entry,25,26,27,28,29,30,31,32
PglD inh,.,-2,-4,3,3,6,-3,-4
GSIS activator,-9,-24,-1,10,34,2,8,19
Statin myotox sup,.,37,.,10,6,0,15,-3
ARNT TACC3 PPI,-4,-2,-6,-5,-9,-2,0,7
PAX8 inh HTS,6,15,-6,.,0,-2,.,2
LGR2 inh,-12,1,13,5,18,-17,21,-19
Cneo AK release,.,0,-14,-1,0,-2,6,1
PGC1a acetyl inh,.,.,5,.,.,.,6,3

(33) COc1cc(/C=C/C(=O)NCCc2ccc(S(N)(=O)=O)cc2)ccc1OCC#N
(34) COc1ccc(N(CC(=O)NCCC(C)C)C(=O)c2snc(C(=O)NC3CCCCC3)c2N)c(OC)c1
(35) COc1ccc(Br)c(C(=O)OCC(=O)NC2CC2)c1
(36) CCN(CC)CCOC(=O)c1ccc(NC(=O)CCNC(=O)Cn2ccc3ccccc3c2=O)cc1
(37) COc1ccc(NC(=S)NCCc2c[nH]c3ccccc23)c(OC)c1
(38) Cc1ccc(CNC(=O)C(=O)Nc2nccs2)cc1
(39) Cc1ccc(C2(CC(=O)O)CCOC(C)(C)C2)cc1 (stereo not given)
(40) C[C@@H]1CN([C@H](C)CO)C(=O)c2cc(NC(=O)Nc3cccc4ccccc34)ccc2O[C@@H]1CN(C)Cc1ccc(Oc2ccccc2)cc1
assay / entry,33,34,35,36,37,38,39,40
PglD inh,.,-2,-4,1,-6,4,0,-3
GSIS activator,3,-13,6,-3,8,-19,44,-22
Statin myotox sup,.,-14,7,12,-15,.,-10,.
ARNT TACC3 PPI,-1,1,.,-11,.,-3,-17,-4
PAX8 inh HTS,9,24,-3,.,-13,-12,5,.
LGR2 inh,7,-2,-15,-3,-14,7,22,-3
Cneo AK release,.,2,8,-2,-2,0,0,-1
PGC1a acetyl inh,11,5,3,18,-6,-10,2,-22

(41) CCOc1ccc(CN2CCNC(=O)C2CC(=O)NCCN2CCOC2=O)cc1 (stereo not given)
(42) CCC(=O)N1CC2(C1)[C@@H](c1ccc(-c3ccc(C)cc3)cc1)[C@H](CO)N2S(=O)(=O)CC
(43) Cc1ccc(NC(=O)CCC2CC(C)(C)OC2=O)cc1 (stereo not given)
(44) COc1cc(C(=O)Nc2ccc(C(F)(F)F)cc2)ccc1OCC(=O)N1CCOCC1
(45) COc1ccc(C(C)=O)cc1COC(=O)CCC(=O)N(CC(C)C)c1c(N)n(CC(C)C)c(=O)[nH]c1=O
(46) O=S(=O)(NCc1cccnc1)c1ccc(Cl)nc1
(47) Cc1cccc(CCNS(=O)(=O)c2ccc3c(c2)NC(=O)CO3)c1
(48) C=CCN1C(=O)C(CC(=O)Nc2ccccc2)SC1=Nc1ccc(S(N)(=O)=O)cc1 (stereo not given)
assay / entry,41,42,43,44,45,46,47,48
PglD inh,-2,.,.,1,1,0,-2,1
GSIS activator,16,-5,-8,5,2,.,-7,19
Statin myotox sup,1,.,.,-12,-11,-1,-1,-15
ARNT TACC3 PPI,27,.,1,-6,2,19,-6,-11
PAX8 inh HTS,23,14,16,-25,-8,.,-12,.
LGR2 inh,7,10,7,-16,39,.,-6,-14
Cneo AK release,2,.,.,.,1,-2,6,5
PGC1a acetyl inh,-1,-3,2,7,-5,-7,-3,16

(49) CCO[C@@H]1OC(C(=O)N2CCN(C)CC2)=C[C@H](c2ccccc2)[C@H]1CCCO
(50) C=CC[C@@H](CC(=O)N(CCO)Cc1ccccc1)C(=O)NC[C@@H](OC(=O)[C@@H](CC=C)CC(=O)OC(C)(C)C)c1ccccc1
(51) OCCN(Cc1ccccc1)Cc1cccc(C(F)(F)F)c1
(52) COc1cccc(-c2ccc3c(c2)O[C@H](CN(C)Cc2cncnc2)[C@@H](C)CN([C@H](C)CO)S3(=O)=O)c1
(53) O=C(CSc1nnnn1-c1ccccc1)NC(=O)Cc1ccccc1
(54) COC(=O)c1ccc(CNC(=O)CCc2c[nH]c3ccccc23)cc1
(55) CCN(C(=O)CSc1n[nH]c(N)n1)C1CCCCC1
(56) C[C@H]1CN([C@@H](C)CO)C(=O)c2cc(NC(=O)CCCN(C)C)ccc2O[C@H]1CN(C)Cc1ccc(C(F)(F)F)cc1
(57) Cc1ccc(OCc2ccccc2Br)c([N+](=O)[O-])n1
assay / entry,49,50,51,52,53,54,55,56,57
PglD inh,1,-4,.,-1,1,-1,6,1,-3
GSIS activator,.,-41,-5,-13,-7,50*,15,0,-1
Statin myotox sup,.,2,11,-16,7,1,1,-2,9
ARNT TACC3 PPI,4,3,-16,-8,.,0,6,-4,4
PAX8 inh HTS,-37,25,.,.,1,8,1,-8,-22
LGR2 inh,.,25,.,18,-19,-2,10,-9,-13
Cneo AK release,-21,-4,.,3,0,-1,4,-1,2
PGC1a acetyl inh,-13,.,-23,-3,0,.,5,3,-2
